Source: PubChem
Growth percent in the NCI-60 one-dose screen (48 h, 10 µM unless noted): 100 = growth as untreated, 0 = no growth, -100 = all killed.
SNB-75: SNB-75 CNS cancer; AID 1794750; 79,000 compounds, 5% hits
HT29: HT29 colon cancer. 81,000 compounds, 7.4% hits. AID 1794748
COLO 205: COLO 205 colon cancer; 79,000 compounds, 7.3% hits; AID 1794742
KM12: KM12 colon cancer cells; AID 1794800; 82,000 compounds, 5% hits
HCC-2998: HCC-2998 colon cancer; AID 1794799; 79,000 compounds, 4.7% hits
SW-620: SW-620 colon cancer; 82,000 compounds, 5.2% hits; AID 1794795
HCT-15: HCT-15 colon cancer; 82,000 compounds, 5.2% hits; AID 1794746
NCI-H322M: NCI-H322M lung cancer; 80,000 compounds, 2.7% hits; AID 1794733
HCT-116: HCT-116 colon cancer. 82,000 compounds, 7.3% hits. AID 1794798
* hit, by the source's call; nt = no result given; & = joins results of further samples. Rule for the calls: active = growth percent below 10; inactive = the rest.

1) CCN1CCCC(Nc2cc(C)nc(/N=C(/N)Nc3ccc(Cl)c(Cl)c3)n2)C1 (configuration not stated)
2) NC(=O)CCCCC1CCSS1 (configuration not stated)
3) COc1ccc(NC(=O)N/N=C/c2c[nH]c3ccccc23)cc1
4) CC(=O)CC(=O)Nc1ncccn1
5) CCCOc1ccc(C(N)=S)cc1
6) COc1ccc(C2CC(=O)Nc3nc(N)sc32)cc1OC (configuration not stated)
7) C=C(C[n+]1ccccc1)[C@@H]1CC[C@]2(C(=O)OC)CC[C@]3(C)[C@H](CC[C@@H]4[C@@]5(C)CC[C@H](OC(C)=O)C(C)(C)[C@@H]5CC[C@]43C)[C@@H]12
8) CN1CCN(c2ccc3c(c2)nc(NNC(=O)c2ccncn2)c2cccn23)CC1
assay / compound	1	2	3	4	5	6	7	8
SNB-75	-77*	88	20	93	61	96	86	62
HT29	-47*	nt	2.5*	104	107	97	74	33
COLO 205	-78*	nt	4.0*	118	129	105	56	18
KM12	-15*	104	25	106	104	103	79	17
HCC-2998	-72*	106	44	100	115	110	95	22
SW-620	-59*	100	25	104	111	109	94	23
HCT-15	-37*	119	26	99	100	99	108	25
NCI-H322M	-17*	115	43	95	103	nt	103	30
HCT-116	-55*	110	21	95	119	105	98	24

Compound profiles, as listed above. Order of screens: SNB-75, HT29, COLO 205, KM12, HCC-2998, SW-620, HCT-15, NCI-H322M, HCT-116
Listed for CC(=O)CC(=O)Nc1ncccn1 = 93, 104, 118, 106, 100, 104, 99, 95, 95
Listed for CN1CCN(c2ccc3c(c2)nc(NNC(=O)c2ccncn2)c2cccn23)CC1 = 62, 33, 18, 17, 22, 23, 25, 30, 24

(continued)
9) CCCCCCCCCCCCCCCCOc1ccc(S(=O)(=O)NC(C)(C)C)cc1[N+](=O)[O-]
10) CCOC(=O)c1c[nH]c2c([N+](=O)[O-])cc(OC)cc2c1=O
11) COc1ccc(-c2nn(-c3ccccc3)cc2-c2c3c(nn2-c2ccccc2)CC(C)(C)CC3=O)cc1
12) Fc1ccc(-c2cc3nc(C(Cl)Cl)nc(-c4ccco4)n3n2)cc1
13) CCOC(=O)CSc1nc2sc3c(c2c(=O)n1-c1ccc([N+](=O)[O-])cc1)CCCCC3
14) CC(C)NC(=O)N1C(=O)CCC1NNC(=O)c1ccc([N+](=O)[O-])cc1 (configuration not stated)
15) O=C(NNc1nc2cc(C(F)(F)F)ccc2n2cccc12)c1cnccn1
16) O=C1/C(=C/c2ccc(F)cc2)COc2ccc(O)c(O)c21
assay / compound	9	10	11	12	13	14	15	16
SNB-75	91	94&108	81	56	11	102	-69*	27
HT29	102	94&104	89	-13*	79	106	2.6*	13
COLO 205	114	113	102	-45*	83	112	-72*	28
KM12	109	108&109	81	-25*	90	102	-55*	1.7*
HCC-2998	107	105&108	105	-69*	82	99	-72*	20
SW-620	99	121&130	88	3.3*	81	112	-26*	-45*
HCT-15	107	96&109	97	4.3*	85	107	-50*	-28*
NCI-H322M	97	99&105	92	-22*	77	96	-14*	40
HCT-116	106	96&98	78	-37*	51	96	-95*	-3.3*

17) CC(=O)[C@@]1(O)CCC2C3CCC4=CC(=O)CC[C@]4(C)C3CC[C@@]21C (some centres not stated)
18) CCC(=O)OCCCOCCCOc1ccccc1
19) NC(=O)C(O)Cc1nonc1-c1ccccc1 (configuration not stated)
20) CC(C)(C)c1ccc(COc2ccc(/C=C3/C(=O)Nc4cc(Cl)ccc43)cc2)cc1
21) Cc1ccc(-c2cc(-c3cc(Cl)ccc3O)[nH]n2)cc1
22) O=C(c1cccs1)N1CCN(c2ccccc2)CC1
23) N#Cc1cnc(C(N)=O)s1
24) CCc1ccc(C)[n+]([O-])c1
assay / compound	17	18	19	20	21	22	23	24
SNB-75	88	96	97	90	55	118	87	nt
HT29	97	98	106	99	93	114	106	111
COLO 205	111	104	107	119	88	119	109	112
KM12	102	98	106	90	59	108	103	116
HCC-2998	103	97	104	117	75	100	109	102
SW-620	98	101	105	93	89	103	103	97
HCT-15	98	102	101	100	48	105	107	99
NCI-H322M	nt	95	100	99	73	128	103	110
HCT-116	95	93	94	98	56	107	102	115

Look-ups from the results shown:
CC(=O)[C@@]1(O)CCC2C3CCC4=CC(=O)CC[C@]4(C)C3CC[C@@]21C (some centres not stated) in HCT-116 = 95
CCC(=O)OCCCOCCCOc1ccccc1 in HCC-2998 = 97
Cc1ccc(-c2cc(-c3cc(Cl)ccc3O)[nH]n2)cc1 in HCT-116 = 56
NC(=O)C(O)Cc1nonc1-c1ccccc1 (configuration not stated) in SW-620 = 105
CCc1ccc(C)[n+]([O-])c1 in HCT-116 = 115

Limited to HCT-116, HCT-15 and COLO 205, for some of the entries so far:
item | compound | HCT-116 | HCT-15 | COLO 205
17 | CC(=O)[C@@]1(O)CCC2C3CCC4=CC(=O)CC[C@]4(C)C3CC[C@@]21C (some centres not stated) | 95 | 98 | 111
1 | CCN1CCCC(Nc2cc(C)nc(/N=C(/N)Nc3ccc(Cl)c(Cl)c3)n2)C1 (configuration not stated) | -55* | -37* | -78*
10 | CCOC(=O)c1c[nH]c2c([N+](=O)[O-])cc(OC)cc2c1=O | 96&98 | 96&109 | 113
11 | COc1ccc(-c2nn(-c3ccccc3)cc2-c2c3c(nn2-c2ccccc2)CC(C)(C)CC3=O)cc1 | 78 | 97 | 102
3 | COc1ccc(NC(=O)N/N=C/c2c[nH]c3ccccc23)cc1 | 21 | 26 | 4.0*

(more compounds)
25) CC(C)c1ccc2occ(C=C3C(=O)N(C)C(=O)N(C)C3=O)c(=O)c2c1
26) CC(C)(C)c1ccc(OP(=S)(N/N=C/c2ccccc2O)Oc2ccc(C(C)(C)C)cc2)cc1
27) N=C(N)N(Cc1ccccc1)Cc1ccccc1
28) O=C(/C=C/c1cn(-c2ccccc2)nc1-c1cccc(Nc2ccnc3cc(Cl)ccc23)c1)c1ccc(Br)cc1
29) O=CNNC(=O)c1ccccn1
30) CC1CC(=O)NN1 (configuration not stated)
31) CC(C(=O)O)c1ccc2c(c1)Cc1cccnc1O2 (configuration not stated)
32) NNC(=O)CCc1ccc2ccc3ccccc3c2c1
assay / compound	25	26	27	28	29	30	31	32
SNB-75	nt	66	72	85	89	77	89	84
HT29	110	69	102	137	103	92	98	110
COLO 205	103	80	95	110	nt	111	107	110
KM12	104	67	94	106	102	99	124	92
HCC-2998	109	86	94	106	80	106	100	97
SW-620	103	78	103	94	103	105	100	93
HCT-15	98	70	101	100	99	103	101	99
NCI-H322M	103	76	109	94	95	106	nt	90
HCT-116	107	43	84	91	105	105	109	94
